Bioassay records (PubChem BioAssay)
HePTP inhibitor – inhibitors of human HePTP phosphatase, primary screen, biochemical, absorbance, leukemia target; Tyrosine-protein phosphatase non-receptor type 7 (Homo sapiens), P35236; recombinant HePTP phosphatase activity, OD absorbance; inhibition, % at 20 µM; 110,000 tested, 0.64% active; AID 521, 2006; in the data active means inhibition above about 50%;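 further: plate controls were vehicle for no effect and reference inhibitor for full effect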
Target sequence (P35236 whole entry, looked up): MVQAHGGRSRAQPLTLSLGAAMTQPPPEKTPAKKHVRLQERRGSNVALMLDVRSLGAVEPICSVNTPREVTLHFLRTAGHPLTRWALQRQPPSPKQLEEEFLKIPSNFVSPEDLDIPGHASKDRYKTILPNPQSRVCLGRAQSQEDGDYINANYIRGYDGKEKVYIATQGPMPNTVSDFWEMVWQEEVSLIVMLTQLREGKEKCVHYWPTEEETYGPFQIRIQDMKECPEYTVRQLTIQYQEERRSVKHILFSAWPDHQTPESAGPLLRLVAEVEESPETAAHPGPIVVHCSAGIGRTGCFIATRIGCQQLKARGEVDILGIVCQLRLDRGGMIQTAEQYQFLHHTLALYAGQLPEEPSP
BAP1 block – inhibitors of BAP1 deubiquitinase, primary screen, biochemical, Ub-AMC fluorescence, kinetic. recombinant BAP1, Ub-AMC hydrolysis fluorescence kinetic; stronger effect = lower value. 72,000 tested, 0.48% active. activity remaining (% of control), % at 20 µM. AID 436, 2006;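 active means activity remaining at or below 50% of control, provided the compound also passes the data quality filters; inactive means the rest, including low values that fail the filters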;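 further: 100% = DMSO wells rate and 0% = substrate alone blank rate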
Target sequence (Q92560 whole entry, looked up): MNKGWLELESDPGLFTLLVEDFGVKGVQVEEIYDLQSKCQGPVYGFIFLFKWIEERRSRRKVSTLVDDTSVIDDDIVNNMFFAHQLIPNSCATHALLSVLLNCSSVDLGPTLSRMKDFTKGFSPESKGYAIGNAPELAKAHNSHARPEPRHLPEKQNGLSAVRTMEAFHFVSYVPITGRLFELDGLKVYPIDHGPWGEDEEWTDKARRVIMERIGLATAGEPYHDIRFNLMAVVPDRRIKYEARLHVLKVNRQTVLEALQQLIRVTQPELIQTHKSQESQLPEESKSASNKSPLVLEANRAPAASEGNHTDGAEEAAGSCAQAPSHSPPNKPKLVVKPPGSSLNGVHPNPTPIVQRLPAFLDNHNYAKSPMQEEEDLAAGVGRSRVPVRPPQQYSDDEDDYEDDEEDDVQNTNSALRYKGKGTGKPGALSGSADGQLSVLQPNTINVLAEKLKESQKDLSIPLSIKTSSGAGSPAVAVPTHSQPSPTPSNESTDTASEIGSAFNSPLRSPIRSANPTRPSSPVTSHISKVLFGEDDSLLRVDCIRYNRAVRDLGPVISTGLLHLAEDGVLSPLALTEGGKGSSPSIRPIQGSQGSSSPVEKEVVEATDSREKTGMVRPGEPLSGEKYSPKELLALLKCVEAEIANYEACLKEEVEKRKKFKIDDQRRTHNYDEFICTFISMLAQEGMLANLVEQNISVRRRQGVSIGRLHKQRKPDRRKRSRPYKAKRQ
* marks the source's active call; other numbers are inactive results; x = no result given; & = joins results of further samples.

Values in the order – HePTP inhibitor, BAP1 block
COc1ccc(N(CC(=O)Nc2ccc3ccccc3c2)S(=O)(=O)c2ccccc2)cc1
    6, x
CCN(C1CCS(=O)(=O)C1)S(=O)(=O)c1cccs1 (stereo not given)
    9, 97
COc1ccc(CN2CCN(Cc3ccco3)CC2)cc1Br
    x, 117
CN(C)c1ccc(C=Nc2nonc2N)cc1
    4, x
Cc1ccc(C(C(=O)NC2CCCCC2)N(Cc2cccnc2)C(=O)C2COc3ccccc3O2)o1 (stereo not given)
    6, 99
COC(=O)C1=C(N)Oc2cc(C)[nH]c(=O)c2C1c1cc(OC)c(OC)c(OC)c1 (stereo not given)
    5, 87
COCCN1CCn2c(nc3cc(NC(=O)NC4CCCCC4)ccc32)C1
    8, x
CN1CCCN(CC(O)COCc2cccs2)CC1 (stereo not given)
    2, 107
CCCCCCNC(=O)CCNC(=O)c1cc(OC)c(OC)c(OC)c1
    4, 91
O=C(Nc1ccc(S(=O)(=O)Nc2nccs2)cc1)c1ccncc1
    x, 105
Cn1nnnc1SCC(=O)c1cccs1
    -10, x
Cc1ccccc1OCC(=O)Nc1ccc2c(c1)oc1ccccc12
    x, 72
Cc1ccc(-c2ccc(CCC(=O)O)n2NC(=O)c2cccs2)cc1
    2, 71
O=C1OC(OC2CCCCC2)(c2ccccc2)c2ccccc21 (stereo not given)
    -1, x
COc1cc(-c2nnc(SCC(=O)c3cc(C)n(CC4CCCO4)c3C)o2)cc(OC)c1OC (stereo not given)
    13, 104
COc1cc(C(=O)Nc2ccc([N+](=O)[O-])cc2Cl)cc(OC)c1OC
    -1, x
Cc1ccc(N2CC(C(=O)NCC(C)O)CC2=O)cc1 (stereo not given)
    9, x
O=C(CN1C(=O)/C(=C/c2cccc(Br)c2)SC1=S)Nc1ccccn1
    3, x
O=C(CN1C(=O)c2ccccc2S1(=O)=O)N1CCN(c2ccc(F)cc2)CC1
    6, 112
CCOC(=O)COc1ccc2nsnc2c1
    4, 120
N#C/C(=C(/O)CN1CCOCC1)c1nc(-c2ccccc2)cs1
    10, 93
Cc1cccn2c(=O)c3cc(C(=O)NC4CCCC4)c(=N)n(C4CCCC4)c3nc12
    16, x
COc1nc(NCCc2ccc(OC)c(OC)c2)nc(OC)n1
    -24, 88
Cc1c(Br)cc(C(=O)N2CCN(CCO)CC2)c(C)c1C
    2, 115
COc1ccccc1CNC(=O)c1cc2c(=O)n(C)c3ccccc3c2n1C
    -3, 87
CC(C)(C)SCCNC(=O)COc1ccccc1
    10, 102
CCOc1ccc(NC(=O)Nc2cc(C)ccc2OC)cc1
    2, 96
Cn1c(=O)c2c3c(sc2n2c(SCc4ccccc4)nnc12)CCC3
    9, x
O=C(Nc1ccc(-c2nc3cc(Cl)ccc3o2)cc1)c1cccs1
    -2, x
CC1=CC(C)(C)N(C(=O)CSc2nc3ccccc3s2)c2ccccc21
    -1, x
N#CCSc1nc2ccccc2c(=O)n1CCC(=O)NC1CCCCC1
    6, 57
COc1ccc(CNC(=O)c2ccc(Cl)c(Cl)c2)cc1
    -8, x
C=C(C)C(C)(C#CCN1CCCC1)OC(C)=O (stereo not given)
    -6, 97
CC(C)C12CN3CC(C(C)C)(CN(C1)C3c1cccc([N+](=O)[O-])c1)C2=O (stereo not given)
    30, x
O=C(COc1ccc(Cl)cc1)NCc1nnc(SCC(=O)NCCc2ccccc2)o1
    8, 98
Cc1cccc(Cn2cc(/C=C(\C#N)C(=O)Nc3ccc(F)cc3)c3ccccc32)c1
    12, x
Cc1nc(NCc2ccco2)nc2c1C(=O)CC(C)C2 (stereo not given)
    -11, 91
CSc1ccc(S(=O)(=O)N(CC(=O)Nc2ccccc2Cl)c2ccc(C)cc2)cc1
    2, x
CCCn1c(C)nc2c(c1=O)c1nc3ccccc3nc1n2-c1ccc2c(c1)OCCO2
    -4, 54
CC(C)CC(NC(=O)/C(=C/c1ccccc1F)NC(=O)c1ccccc1)C(=O)O (stereo not given)
    2, x
C=CCn1c(SCC(=O)NCc2cccnc2)nc2sc(C)c(C)c2c1=O
    9, x
Cc1ccc(NC(=O)/C(=C\c2ccc(C)o2)NC(=O)c2ccccc2I)cc1
    11, x
Cn1cccc1-c1nc2ccc(NC(=O)c3ccco3)cc2[nH]1
    5, 91
CNc1oc(C)nc1S(=O)(=O)c1ccc(C)cc1
    7, 88
COc1ccc(NC(=O)c2ccc(F)c3ccccc23)c(OC)c1
    4, x
O=C1c2ccccc2C(Nc2ccc(S(=O)(=O)N3CCCCCC3)cc2)N1Cc1ccco1 (stereo not given)
    9, 75
Cc1cc(NC(=O)c2ccccc2Oc2ccccc2)no1
    6, 101
COCCN1Cc2cccc(C(=O)NCc3ccc4c(c3)OCO4)c2C1=O
    8, 99
CN(c1cc(=O)n2ccccc2n1)C1CCCCC1
    9, 95
Cn1c(=O)cc(NCc2ccccc2)[nH]c1=O
    0, 124&115
Cc1cccc(C(=O)Nc2sc3c(c2C(=O)N2CCN(C)CC2)CCCCC3)c1
    10, x
Cc1ccc2c(CC(=O)Nc3sccc3C(N)=O)coc2c1
    8, 108
CCCNC(=O)c1ccc(CNc2c(N3CCC(C(=O)OCC)CC3)c(=O)c2=O)cc1
    -3, 74
C=CC(=O)Oc1ccc(N2C(=O)C3CC=C(C)CC3C2=O)cc1 (stereo not given)
    8, x
CC(=O)Nc1ccc(CN2CCN(c3cccc(C(F)(F)F)c3)CC2)cc1
    -3, 109
COc1cc(/C=c2\sc3nc4ccccc4n3c2=O)ccc1OC(=O)c1ccc(Cl)cc1
    4, x
Cc1cc(Oc2ccccc2F)c(F)cc1[N+](=O)[O-]
    2, x
O=C(Nc1ccc2oc(-c3ccc(F)cc3Cl)nc2c1)c1ccco1
    -3, x
N#CC1=C(SCC(=O)Nc2cccc3cccnc23)NC(=O)C(C#N)C12CCCCC2 (stereo not given)
    6, 68
Clc1ccc(-c2onc3ccc(I)cc23)cc1
    x, 88

5 entries out of the list, arranged by length of the SMILES, falling.
Values in the order – HePTP inhibitor, BAP1 block
COc1cc(/C=c2\sc3nc4ccccc4n3c2=O)ccc1OC(=O)c1ccc(Cl)cc1
    4, x
CC(=O)Nc1ccc(CN2CCN(c3cccc(C(F)(F)F)c3)CC2)cc1
    -3, 109
COc1ccc(NC(=O)c2ccc(F)c3ccccc23)c(OC)c1
    4, x
Cc1ccc2c(CC(=O)Nc3sccc3C(N)=O)coc2c1
    8, 108
Clc1ccc(-c2onc3ccc(I)cc23)cc1
    x, 88

Next part.
Values in the order – HePTP inhibitor, BAP1 block
O=C(Nc1ccc(Cl)cc1)C1C2/C=C\CCCCC21 (stereo not given)
    2, x
CCOc1ccc(NC(=O)CN(c2cccc(C(F)(F)F)c2)S(C)(=O)=O)cc1
    5, x
COc1ccc(NC(=O)c2cccc(C(F)(F)F)c2)c2ccccc12
    6, x
O=C(Nc1ccc(Cl)cc1F)C1CCN(S(=O)(=O)c2cccnc2)CC1
    5, 115
CN1C(=O)C(=Cc2ccccc2OC(=O)c2ccccc2)C(=O)N(C)C1=O
    4, x
CC(=O)Nc1ccc(S(=O)(=O)NC2CCC(C(=O)O)CC2)cc1 (stereo not given)
    x, 67
C1=CCC(/C=N/N=C(/c2ccccc2)C23CN4CN(CN(C4)C2)C3)CC1 (stereo not given)
    0, x
CCOC(=O)c1ccc(NC2=C(C(=O)C(F)(F)F)CCCC2)cc1
    -3, x
CCN(CC)c1ccc2cc(-c3nc(-c4ccccc4)n[nH]3)c(=O)oc2c1
    x, 84
CC(C)(C)C(=O)C1C(c2cccc3ccccc23)C(C#N)(C#N)C2c3ccccc3C=CN12 (stereo not given)
    x, 53
O=C(/C=C/c1cccc2ccccc12)c1ccncc1
    -11, x
CCOc1ccc(C2CC(=O)NC3=C2C(=O)CCC3)cc1 (stereo not given)
    -12, 110
COc1ccc(-n2c(SCC(=O)Nc3nccs3)nc3sc4c(c3c2=O)CCN(C)C4)cc1
    1, x
Cc1ccsc1C1C(C(=O)O)c2ccccc2C(=O)N1C (stereo not given)
    1, 75
COc1ccc(C2Nc3ccccc3C(=O)N2Cc2ccccc2)cc1Cn1cc([N+](=O)[O-])cn1 (stereo not given)
    7, x
O=C(O)CCN1C(=O)S/C(=C\c2ccccc2)C1=O
    -26, x
CCc1c(C(=O)Nc2nnc(C3CC3)s2)csc1C
    -2, 52
COc1cccc(-c2nc(CS(=O)(=O)CC(=O)NCc3ccccc3)c(C)o2)c1
    7, 106
O=C(COc1ccc(-c2ccccc2)cc1)N/N=C/c1ccncc1
    -15, x
N#CC1=C(N)Oc2cc(O)ccc2C1c1ccncc1 (stereo not given)
    4, 104
Cc1cc(NC(=O)C2CCCCC2)cc(C)c1O
    -6, x
O=c1[nH]c2cc3c(cc2cc1CN(CCc1ccccc1)Cc1nnnn1C1CCCC1)OCCO3
    -4, x
Cc1cc(C)nc(N2CCCC(C(=O)NCCC3=CCCCC3)C2)n1 (stereo not given)
    -1, 108
CCCCSc1nc(C)c(C(C)=O)cc1C#N
    8, 96
Cc1onc(-c2c(F)cccc2Cl)c1C(=O)NCC1COc2ccccc2O1 (stereo not given)
    0&-12, 92
COc1ccccc1-c1nnc(NC(=O)C(C)SC2=NCCS2)s1 (stereo not given)
    4, 74
COc1ccc(-c2nnc(COc3ccc4ccccc4c3)o2)cc1OC
    -6, x
CCc1c(O)nc(SCC(=O)Nc2ccccc2C)[nH]c1=O
    6, 114
COc1cc(S(=O)(=O)N2CCOCC2)ccc1NC(=O)CSc1nnc(N)s1
    1, 109
O=[N+]([O-])c1cccc(C2Nc3ccc(Cl)cc3C3C=CCC32)c1 (stereo not given)
    5, x
CCCCNC(=O)NS(=O)(=O)c1ccc(NS(=O)(=O)c2ccccc2)cc1
    7, x
COc1ccc(C)cc1S(=O)(=O)N1CCC(C(=O)N2CCOCC2)CC1
    1, 75
CC(C)(C)n1nnnc1C(c1cccc(C(F)(F)F)c1)N1CCOCC1 (stereo not given)
    -2, 94
COC(=O)C1=C(C)NC2=C(C(=O)CC(c3ccc4c(c3)OCO4)C2)C1c1ccccc1F (stereo not given)
    -5, x
CC1CC(C)CN(CCCNC(=O)Cc2c(C(=O)O)[nH]c3ccccc23)C1 (stereo not given)
    6, x
CC1CCc2nc(NC(=O)c3cc(C(C)(C)C)nn3C)sc2C1 (stereo not given)
    4, 47*
CCOc1ccccc1N1CCN(Cc2ccc(Br)s2)CC1
    5, 91
CC(=O)Oc1c(Cl)c(Cl)c(OC(C)=O)c2ccccc12
    10, x
O=C(O)CCNS(=O)(=O)c1ccc(Oc2ccccc2)cc1
    5, 149
CCOC(=O)c1cccc(/C=C/N(C)C)c1[N+](=O)[O-]
    3, x
N#Cc1cn(CC(=O)O)c2ccccc12
    5, 91
COc1ccc(NC(=O)CCCCn2c(=O)[nH]c3ccccc3c2=O)cc1
    6, 109
Cc1ccc(CCNS(=O)(=O)c2cnc[nH]2)cc1
    -2, 98
CC1(C)Cc2nc(NC(=S)Nc3ccccc3)c(C(=O)O)cc2CO1
    11, x
Cc1ccc2nc(-c3cccc(-c4nc5ccc(C)cc5o4)n3)oc2c1
    9, 121
O=C(O)COc1ccccc1Cc1ccccc1
    -8, 104
COC(=O)C1=C(C)NC2=C(C(=O)CCC2)C1c1ccc(OC(C)=O)cc1 (stereo not given)
    2, x
CCOC(=O)N1CCC(NC(=O)Cn2cc3c(n2)CCC(C)C3)CC1 (stereo not given)
    -3, 90
O=C(O)CSc1nc2ccccc2c(=O)n1-c1ccccc1
    -12, x
CC(C)(C)C(=O)Nc1ccccc1C(=O)Nc1ccccc1
    10, x
Cc1ccc(Cl)cc1NC(=O)CSc1nc2ccc(N3C(=O)c4ccccc4C3=O)cc2s1
    2, x
COc1ccc(NC(=O)C2CCCN2S(=O)(=O)c2ccc(F)cc2)cc1 (stereo not given)
    1, 100
COC(=O)c1ccccc1NC(=O)c1ccccc1SC
    5, 113
CCOc1cc2[nH]c(=O)n(CC3CCC(C(=O)NCCC(C)C)CC3)c(=O)c2cc1OCC (stereo not given)
    2, x
COc1ccc(N(CC(=O)Nc2ccccc2SC)S(C)(=O)=O)cc1OC
    8, 111
O=C(Nc1cccc(I)c1)c1cc2ccccc2oc1=O
    -7, x
COc1ccc(O)c(/C=N/c2nc3ccccc3[nH]2)c1
    -16, x
COc1ccc(N2CCCn3c2nc2c3c(=O)n(CCc3ccccc3)c(=O)n2C)cc1
    8, x
CC(C(=O)O)N1C(=O)CSC1=S (stereo not given)
    6, 91
Cn1cc(/C=C/C(=O)c2ccc(Cl)cc2)c2ccccc21
    8, x

Sorted by value in HePTP inhibitor (highest first): some entries from above.
Structure	HePTP inhibitor	BAP1 block
Cc1ccc2nc(-c3cccc(-c4nc5ccc(C)cc5o4)n3)oc2c1	9	121
COc1ccc(N(CC(=O)Nc2ccccc2SC)S(C)(=O)=O)cc1OC	8	111
Cc1ccc(Cl)cc1NC(=O)CSc1nc2ccc(N3C(=O)c4ccccc4C3=O)cc2s1	2	x
COc1ccc(NC(=O)C2CCCN2S(=O)(=O)c2ccc(F)cc2)cc1 (stereo not given)	1	100

Next part:
Values in the order – HePTP inhibitor, BAP1 block
CC(C)C(NC(=O)OCc1ccccc1)C(=O)NCC(=O)OC(C)(C)C (stereo not given)
    2&7, 91
Cc1cc([N+](=O)[O-])ccc1NC(=O)COc1ccccc1C
    2, x
CCC(=O)NCCSc1c[nH]c2ccccc12
    -11, 103
CCCN(CCO)Cc1cccc(Oc2ccccc2)c1
    7, 96
Cc1ccccc1Nc1nc(N)nc(COC(=O)C(NC(=O)c2ccco2)C(C)C)n1 (stereo not given)
    4, 136
CCCCCCn1c2c(c(=N)c3c1CCC3)CCC2
    3, 97
Cc1ccc(NS(=O)(=O)c2cccs2)cc1
    x, 79
